Assay outcomes deposited in PubChem BioAssay by Broad Institute.
CD40 NFkB inh – CD40 pathway inhibition in BL2 cells; BL2 NF-kB luciferase reporter, CD40L-induced, 4 h; inhibition, % at 10 µM; hit rate 0.94% among 83,000; AID 1053188;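 active = mean inhibition of at least 50% with a set share of replicates also reaching that level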;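 note: 0% = neutral control wells and 100% = IKK inhibitor VII at 50 µM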
* = called active by the depositor; [ ] = dose if it differs, or a comment. These rows are one share of the data (hit frequency here may not be typical).

SMILES | CD40 NFkB inh
COc1ccccc1CNC(=O)C(Cc1ccccc1)NC(=O)c1ccccc1 (stereo unspecified) | 1
CCN(CC)C(=O)Cn1c2ccccc2c2nc3n(c(=O)c21)CCS3 | 24
CCOC(=O)N1CCN(S(=O)(=O)c2ccc(OCC(=O)OC)c(C)c2)CC1 | 5
C[C@@H]1CCCCO[C@@H](CN(C)S(=O)(=O)c2ccc(F)cc2)[C@H](C)CN([C@H](C)CO)C(=O)c2cc(NS(=O)(=O)c3ccc(Cl)cc3)ccc2O1 | 22
O=C(NCc1cccnc1)c1cccc(S(=O)(=O)N2CCCC2)c1 | -1
COc1ccc(Br)cc1CN(C)C(=O)c1ccccc1OCc1c(C)noc1C | 5
O=C(O)CC1(CC(=O)Nc2ccccc2C(=O)c2ccccc2)CCCC1 | 7
CCOc1ccc(Oc2c(/C=N/NC(C)=O)c(C)nn2-c2ccccc2)cc1 | 3
c1ccc(-c2cn3c(n2)CCc2ccc4cccnc4c2-3)cc1 | -86
O=C(O)c1cc(-c2cccs2)nc2cc3c(cc12)OCCO3 | -4
Cc1noc(COc2ccc(OCc3nc(C)no3)cc2)n1 | -18
CCN(CC(=O)Nc1ccc2c(c1)OCCO2)c1nc(-c2cccnc2)nc2ccccc12 | 1
COc1ccccc1N1CCN(C(=O)CN2C(=O)C3CCCCC3C2=O)CC1 (stereo unspecified) | -75
C[C@H](CO)N1C[C@H](C)[C@H](CN(C)Cc2ccc(Oc3ccccc3)cc2)Oc2ccc(NC(=O)Cn3cnnn3)cc2CC1=O | 7[25 µM]
COc1ccc(-c2nc3scc(-c4ccc(OC)c(OC)c4)c3c(=O)o2)cc1 | 7
O=C(Nc1ccc(Oc2ncnc3cc(Cl)ccc23)nc1)c1cccs1 | 11
O=C(NN(Cc1ccccc1)Cc1ccccc1)c1ccccc1 | -4
Cc1nn(C)cc1NC(=O)C[C@H]1CC[C@H]2[C@H](COc3ccc(NC(=O)c4cccc(F)c4)cc3C(=O)N2C)O1 | -1[25 µM]
CC(=O)c1c(C)[nH]c(C(=O)Nc2ccc(F)c(F)c2F)c1C | -3
CCC(C)(C)C1CCC2(CC1)NC(=O)N(CC(=O)N1CCN(c3ccccc3OC)CC1)C2=O (stereo unspecified) | 2
O=C(CCCNS(=O)(=O)c1ccc(Cl)c(Cl)c1)NCCc1ccccn1 | 7
Cc1ccc(C)c(N2CCN(C(=O)CCc3nc4ccccc4[nH]3)CC2)c1 | -2
CCOCC(=O)Nc1nnc(COCC)s1 | 3
CSc1nnc2c(n1)OC1(Nc3ccccc3-2)C(=O)Nc2ccccc21 (stereo unspecified) | 16
Cc1ccc(NC(=O)C2CCN(S(=O)(=O)c3ccc4ccccc4c3)CC2)nc1 | -13
O=C1OCCC1Sc1nnc(-c2ccc3c(c2)OCO3)o1 (stereo unspecified) | 33
CCN1CCN(c2cc(C(C)C)nc3c(-c4ccccc4)c(C)nn23)CC1 | 9
Cc1cc(OCC(=O)O)c2ccccc2n1 | 13
COc1ccccc1CNC(=O)CNC(=O)Cn1cnc2ccccc2c1=O | 8
C[C@@H]1CN([C@H](C)CO)C(=O)c2ccccc2-c2ccccc2CO[C@H]1CN(C)C(=O)CCN(C)C | -9
CC1(C)NC(=O)N(CC(=O)OCC(=O)N2CCN(S(=O)(=O)c3ccccc3)CC2)C1=O | -3
CN(CC(=O)Nc1ccc(F)cc1)C(=O)c1ccccc1OCc1ccc(F)cc1 | 13
c1ccc2c(-c3nnc(SCc4cn5ccccc5n4)o3)c[nH]c2c1 | -9
Cn1cc(CNCc2cn(C)nc2-c2ccc(C3CCCCC3)cc2)cn1 | -18
Cc1cc(C)n2nc(C(=O)NC(c3ccccc3)c3ccccc3)nc2n1 | 4
O=C(CN1C(=O)NC2(CCCCCC2)C1=O)Nc1ccc(Cl)cc1Cl | 12
O=C(Nc1cccc2cccnc12)c1ccc2c(c1)OCCO2 | -40
CC(C)CNC(=O)C(=O)NNC(=O)C1CCCCC1 | 6
O=C(CN1C(=O)NC2(CCCC2)C1=O)N1CCN(c2cccc(C(F)(F)F)c2)CC1 | 5
CN1c2ccc(C#Cc3cccnc3)cc2[C@@H]2[C@@H](CCN2C(=O)C2CC2)[C@H]1CO | -10
CC1(C)Cc2nc3sc4c(=O)n(Cc5ccccc5)cnc4c3cc2CS1 | -10
O=C(C[C@H]1C=C[C@H](NC(=O)c2cnccn2)[C@H](CO)O1)NCc1ccccc1F | 2[25 µM]
Cc1cc(C)n(CCOC(=O)c2sc3ccccc3c2Cl)n1 | -43
O=C(NC(CO)C(=O)OCc1ccccc1)OCc1ccccc1 (stereo unspecified) | 3
CC(C)NS(=O)(=O)c1ccc(CCC(=O)Nc2ccc3c(c2)OCO3)cc1 | -6
CC(C)OCCCn1c(NN)nc2ccccc2c1=O | -3
Cc1cc(C)c2nc(Cl)c(C3NC(=O)c4ccccc4N3)cc2c1 (stereo unspecified) | 5
Cc1csc(NC(=O)CSCc2c(C)noc2C)n1 | 0
O=[N+]([O-])c1cnn(-c2nc(-c3ccccc3)cc(C(F)(F)F)n2)c1 | 3
C/C=C/c1cccc(-c2nc(C(=O)N3CCCCC3)cc3c2[C@@H](CCO)N(C(=O)NC(C)C)C3)c1 | 0[25 µM]
COc1ccc2sc(C)cc(=O)c2c1 | 6
Cc1ccccc1-c1ccc([C@@H]2[C@H](CO)N3CCCCN(CC4CC4)C[C@@H]23)cc1 | -16[25 µM]
O=C(c1cccnc1)N1C[C@H]2[C@@H](c3ccccc31)[C@H](CO)N2C(=O)C1CCCC1 | -4[25 µM]
c1csc(Cc2nn3c(-c4ccncc4)nnc3s2)c1 | -1
COCC(=O)Nc1ccc2c(c1)C(=O)N(C)C[C@@H](OC)[C@H](C)CN(C(=O)c1ccncc1)[C@@H](C)CO2 | -5[25 µM]
Cn1c(=O)n(Cc2ccccc2)c(=O)c2c1nc1n2CCCN1Cc1ccccc1 | 9
CN(CCc1ccccc1)Cc1nc(-c2cnccn2)no1 | 9
C[C@H](CO)N1C[C@H](C)[C@@H](CN(C)S(=O)(=O)c2ccc(C(F)(F)F)cc2)OCc2ccccc2-c2ccccc2C1=O | 8[25 µM]
O=C(CCNS(=O)(=O)c1ccccc1C(F)(F)F)NCC(c1ccco1)N1CCCCC1 (stereo unspecified) | 4
FC(F)(F)CN1CC2C(c3ccc(Br)cc3)C(C1)N2CC(F)(F)F (stereo unspecified) | -4

Next section
SMILES | CD40 NFkB inh
COc1ccc(C(=O)N/N=C/C2CC=CCC2)cc1OC (stereo unspecified) | -2
c1ccc(-n2c(SCc3cccc4ccccc34)nnc2-c2ccccn2)cc1 | 12
COc1cc(-n2c(=O)c3ccccc3n(Cc3cccnc3)c2=O)cc(OC)c1OC | 9
O=C(Nc1ccc2c(c1)[C@@H]1C[C@H](CC(=O)N3CCOCC3)O[C@H](CO)[C@@H]1O2)Nc1ccccc1F | -8[25 µM]
C/C=C/c1ccc([C@H]2[C@H](CO)N[C@H]2CN(C)S(=O)(=O)c2ccccc2)cc1 | -6[25 µM]
COc1ccc(N(C)C(=O)c2cc3c(s2)-c2ccccc2OC3)c(OC)c1 | 0
C[C@H](O)C#Cc1cnc2c(c1)C(=O)N([C@H](C)CO)C[C@@H](C)[C@H](CN(C)Cc1cccc(C(=O)O)c1)O2 | -12[25 µM]
CCOC(=O)C1CCN(C(=O)COC(=O)CSc2ccccc2C)CC1 | -4
O=C(Nc1cccc2nsnc12)C1CC(=O)N(c2ccccc2)C1 (stereo unspecified) | -4
C[C@@H](NC(=O)C[C@H]1CC[C@H]2[C@H](COc3ccc(NS(=O)(=O)c4ccc(Cl)cc4)cc3C(=O)N2C)O1)c1ccccc1 | 26[25 µM]
O=C(O)[C@H]1[C@H](CO)[C@H]2Cn3c(ccc(/C=C/c4ccccc4)c3=O)[C@H]2N1C(=O)C1CCCC1 | 1[25 µM]
CCOCCCNC(=S)N1C2CCC1CC(NC(=O)NC13CC4CC(CC(C4)C1)C3)C2 (stereo unspecified) | 11

The closing two entries of the part before lead into the next.
SMILES | CD40 NFkB inh
O=C(O)[C@H]1[C@H](CO)[C@H]2Cn3c(ccc(/C=C/c4ccccc4)c3=O)[C@H]2N1C(=O)C1CCCC1 | 1[25 µM]
CCOCCCNC(=S)N1C2CCC1CC(NC(=O)NC13CC4CC(CC(C4)C1)C3)C2 (stereo unspecified) | 11
O=C(N/N=C/C=C/c1ccc2c(c1)OCO2)c1ccc([N+](=O)[O-])cc1 | 3
NS(=O)(=O)c1ccc(Nc2nc(-c3ccc(O)cc3)cs2)cc1 | -2
CC=Cc1ccc2n(c1=O)C[C@H]1[C@H](CO)[C@@H](C(=O)N3CCc4ccccc4C3)[C@@H]2N1Cc1cocn1 (mixture of isomers) | 5[25 µM]
CCCCCn1c(Br)nc2c1c(=O)n(CC(N)=O)c(=O)n2C | 10
Cc1cccc(NS(=O)(=O)c2cccc([N+](=O)[O-])c2)n1 | 15
COc1ccccc1S(=O)(=O)N(C)C[C@H]1OCc2ccccc2-c2ccccc2C(=O)N([C@H](C)CO)C[C@H]1C | -2[25 µM]
COc1cc(SC)ccc1C(=O)N1CCC(Cc2ccccc2)CC1 | 7[25 µM]
O=C(CCNS(=O)(=O)c1ccc(Br)s1)NCc1ccc2c(c1)OCO2 | 4
CCCCN(C(=O)c1ccc(C)c(S(=O)(=O)N2CCOCC2)c1)c1c(N)n(CC(C)C)c(=O)[nH]c1=O | 0
CCNC(=O)CC(=O)Nc1ccccc1C(=O)O | 11
Fc1cccc(CO/N=C/c2c(-c3ccccc3)nc3ccc(Cl)cn23)c1 | -11
O=C(Nc1ccc(Cl)c(Cl)c1)N1CCSC1c1ccco1 (stereo unspecified) | 7

Quoted from above for reference:
SMILES | CD40 NFkB inh
O=C(N/N=C/C=C/c1ccc2c(c1)OCO2)c1ccc([N+](=O)[O-])cc1 | 3
NS(=O)(=O)c1ccc(Nc2nc(-c3ccc(O)cc3)cs2)cc1 | -2

(next part)
SMILES | CD40 NFkB inh
Cc1nc2cc(NCc3nc4ccccc4n3Cc3ccccc3)ccc2n1C | -17
CC1(C)C(C(N)=O)C(=O)NC(=O)C1C(N)=O (stereo unspecified) | 6
COc1cc(=O)[nH]c(SCc2c(F)c(F)c(F)c(F)c2F)n1 | 10
CO[C@H](C(=O)N(C)C[C@H]1OCc2ccccc2-c2ccccc2C(=O)N([C@H](C)CO)C[C@@H]1C)c1ccccc1 | 0[25 µM]
Cc1ccc(-c2nc(N3CCOCC3)sc2C(=O)N2CCOCC2)cc1 | -17
CC(C)CN(C(=O)COC(=O)c1ccccc1NCc1ccco1)c1c(N)n(Cc2ccccc2)c(=O)[nH]c1=O | 7
N#C[C@@H]1[C@@H](c2ccc(C3=CCCC3)cc2)[C@@H](CO)N1C(=O)C1CCC1 | 10
CC(=O)NC(CC(=O)O)c1ccccc1 (stereo unspecified) | 3
Cn1c(SCc2nnc(-c3ccc(F)cc3)o2)nnc1C1COc2ccccc2O1 (stereo unspecified) | -4
CN1C2=NCCN2C(=O)c2ccccc21 | 10
CCN(c1ccc(NC(=O)COC(=O)C(C)N=C2NS(=O)(=O)c3ccccc32)cc1)C(C)C (stereo unspecified) | -11
Cc1nc(Nc2ccc(S(N)(=O)=O)cc2)oc1C | 10
COc1ccc(/C=C/C(=O)OCC(=O)Nc2ncc(Cl)cc2Cl)cc1 | 4
O=C(CCNS(=O)(=O)c1cccc2nonc12)NCCc1ccc(Cl)cc1 | 6
Cc1nn(C(C)c2nc(-c3ccccc3)no2)c(C)c1[N+](=O)[O-] (stereo unspecified) | -1
CC(Oc1ccccc1F)c1nnc(SCC(=O)N(c2ccccc2)C2CCS(=O)(=O)C2)o1 (stereo unspecified) | 15
c1ccc(-c2nnc(N3CCN(c4ccccn4)CC3)c3ccccc23)cc1 | 30
FC(F)(F)c1cc(Cl)c2nnc(-c3cccnc3)n2c1 | -16
Cc1ccccc1-c1ccc([C@@H]2[C@@H](CO)N3CCCCN(C(=O)Nc4cccc(F)c4)C[C@@H]23)cc1 | 26[25 µM]
NC(=O)Nc1ccc2c(c1)OCCO2 | -59
O=C1c2ccccc2-c2c1cccc2C(=O)N1CCOCC1 | 11
CC(Oc1cccc(Cl)c1)C(=O)NNC(=O)c1cccnc1 (stereo unspecified) | 9
Cc1cccc(S(=O)(=O)N2CCCCN3[C@H](CO)[C@H](c4ccc(-c5ccncc5)cc4)[C@@H]3C2)c1 | 31[25 µM]
CCCS(=O)(=O)N1CCCC(C(=O)Nc2ccc3c(c2)CCC3)C1 (stereo unspecified) | 9
COc1ccc(-c2coc3c(C(=O)NCC4CC4)cccc23)c(C)c1 | 13
O=C(NCC(=O)N1CCN(c2ccccc2F)CC1)c1ccco1 | -2
CCOC(=O)C1(CCCc2ccccc2)CCN(C(=O)c2cnn(CC)c2)CC1 | 19
CC(C)NC(=O)c1ccc(S(=O)(=O)N(C)C)cc1 | 11
N#C[C@H]1[C@H](c2ccc(-c3cccnc3)cc2)[C@@H](CO)N1C(=O)C1CC1 | -12
O=C(NCc1cccnc1)c1ccccn1 | 3
Cc1ccc2nc(C3CCCN(C(=S)Nc4cccc(C)c4C)C3)[nH]c2c1 (stereo unspecified) | 6
C/C=C/c1ccccc1[C@H]1[C@H](C#N)N(C(C)=O)[C@H]1CO | -3[25 µM]
CN(C)c1nnnn1-c1ccccc1Oc1ncc(C(F)(F)F)cc1Cl | 2

By substructure: the compounds so far with a COOH group
SMILES | CD40 NFkB inh
O=C(O)CC1(CC(=O)Nc2ccccc2C(=O)c2ccccc2)CCCC1 | 7
O=C(O)c1cc(-c2cccs2)nc2cc3c(cc12)OCCO3 | -4
Cc1cc(OCC(=O)O)c2ccccc2n1 | 13
C[C@H](O)C#Cc1cnc2c(c1)C(=O)N([C@H](C)CO)C[C@@H](C)[C@H](CN(C)Cc1cccc(C(=O)O)c1)O2 | -12[25 µM]
O=C(O)[C@H]1[C@H](CO)[C@H]2Cn3c(ccc(/C=C/c4ccccc4)c3=O)[C@H]2N1C(=O)C1CCCC1 | 1[25 µM]
CCNC(=O)CC(=O)Nc1ccccc1C(=O)O | 11
CC(=O)NC(CC(=O)O)c1ccccc1 (stereo unspecified) | 3
